ARNT-TACC3 inh: disruptors of human ARNT/TACC3 interaction; inhibition, % at 9.99 µM; Q9Y6A5; AlphaScreen His-ARNT PAS-B/GST-TACC3 binding, luminescence; TACC3 fragment carries E629A point mutation; 390,000 tested, 0.66% active; AID 623870;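 active means mean inhibition of replicates at least 50% and at least half of replicates each reaching 50%; inconclusive means half or more replicates reach 50% but mean below 50%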;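 further: 0% = complete ARNT plus TACC3 wells and 100% = ARNT alone without TACC3; many hits fall short of the cut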
LGR2 antag: inhibitors of bursicon-induced Drosophila LGR2 receptor cAMP signaling. HEK293 LGR2, CRE-luciferase, bursicon-stimulated, 4 h. inhibition, % at 9.99 µM. 380,000 tested, 0.35% active;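 active means drop in luminescence signal, shown as inhibition above about 50% in the replicate tests, limit read from the data, passing the limit was not always enough; inconclusive means probably only some replicates passing the limit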;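 further: agonist challenge used bursicon conditioned medium at about half maximal strength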
PglD DTNB: inhibitors of Campylobacter jejuni PglD acetyltransferase; AID 602405; inhibition, % at 12.5 µM; purified PglD enzyme, DTNB colorimetric CoA detection; 360,000 tested, 0.098% active; in the data active means inhibition above about 16%, passing the limit was not always enough; inconclusive means no clear call, values can overlap the other calls; further: strong numbers were not always called active
INS-1E GSIS act: GLuc luminescence reporter in INS-1E cells, primary screen for activators of glucose-dependent secretion of insulin | INS-1E GLuc reporter insulin secretion, 2-3 h | activation, % at 16.6 µM | 370,000 tested, 0.61% active;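 active means lowest replicate activation of at least 40%, so every replicate reaches that level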;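 further: 0% = median of neutral control wells and 100% = median of IBMX positive control wells; some compounds called inactive have numbers as strong as hits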
Statin myotox sup: suppression of simvastatin myotoxicity; C2C12 myotubes + simvastatin, ATP luminescence, 48 h; scaled: DMSO 0, geranylgeraniol control 100; AID 602340; 330,000 tested, 0.78% active; rescue of ATP level, % at 7.49 µM;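 active means mean ATP rescue above about 67%, or every replicate alone reaching that limit, limit read from the data, passing the limit was not always enough; inconclusive means no clear call, values can overlap the other calls; inactive means mean under the limit and some replicate under it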;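 further: myotubes were challenged with 10 µM simvastatin during compound exposure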
PGC1a acetyl inh: modulators of PGC1a acetylation; U2OS PGC1a acetylation, AlphaScreen anti-acetyl-lysine; with virally co-expressed GCN5 acetyltransferase; inhibition, % at 15.6 µM; 350,000 tested, 0.17% active;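 active means every replicate shows inhibition of at least 40%; inconclusive means mean inhibition at least 40% but some replicate below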;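 further: 0% = neutral control wells and 100% = positive control wells; some results beyond the cut were filed as inactive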
PAX8 inh HTS: lowers PAX8-driven luciferase in RMG-I cells; RMG-I TPO-luciferase reporter, SteadyGlo, 24 h; inhibition, % at 12.6 µM; 360,000 tested, 1.2% active; AID 652154;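 active means mean replicate inhibition at least 60% with every replicate also reaching 60%; inconclusive means only one of the two criteria is met; inactive means mean below 60% and not all replicates reaching 60%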;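 further: luciferase light reporting Pax8 driven TPO promoter activity; plate controls were median of neutral control wells for no effect and mitoxantrone controls for full effect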
Cneo AK release: causes C. neoformans cell lysis; adenylate kinase release luminescence, 4 h; normalised: neutral wells 0, clomiphene wells 100; 360,000 tested, 0.2% active; lysis activity, % at 15 µM;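 active means mean lysis activity across replicates of at least 80%, whatever share of replicates individually reach that level; inactive means mean lysis activity below 80%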
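Test system: log-phase Cryptococcus neoformans yeast cells; Quantity: yeast cell density of 5 × 10^6 cells/mL; Buffer or medium: YPD; Doses: single compound concentration per well; Timing: 4 h at 37 °C static, read 1 h later; Measured by: AK luminescence; Read-out basis: lysis from increased AK signal; Control set: Clomiphene as positive control.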
* = called active by the depositor; ? = inconclusive; · = no result given; & = joins results of further samples.

SMILES	ARNT-TACC3 inh	LGR2 antag	PglD DTNB	INS-1E GSIS act	Statin myotox sup	PGC1a acetyl inh	PAX8 inh HTS	Cneo AK release
Cn1cnc(S(=O)(=O)N2C[C@@H](O)COC[C@H]3O[C@H](CC(=O)NCc4cc(F)cc(F)c4)CC[C@@H]32)c1	0	1	-3	9	1	?	-30	-4
CC(=O)N1CCCCN2[C@H](CO)[C@H](c3ccc(-c4ccccc4)cc3)[C@@H]2C1	-7	6	0	3	-4	1	8	-4
COc1cccc(-c2csc(NC(=O)Nc3ccccc3)n2)c1	-7	-10	-2	-7	-72	·	-41	5
CC(=O)NNc1ncnc2ccccc12	-4	24	4	-13	1	-4	14	-1
COc1ccc(CSCCc2n[nH]c(=S)n2-c2ccccc2)cc1	9	-6	·	-8	·	·	0	·
CC(C)n1nc(C(=O)NCCc2ccc(S(N)(=O)=O)cc2)c2ccccc2c1=O	14	11	7	4	-12	0	·	-2
COc1ccc(NC(=O)Cn2nnc(C(=O)NCc3ccco3)c2N)cc1	-2	-5	1	-4	3	·	2	3
Cc1ccc(S(=O)(=O)N(C)C[C@H]2OCCCC[C@H](C)Oc3ccc(NC(=O)Nc4c(C)noc4C)cc3C(=O)N([C@H](C)CO)C[C@H]2C)cc1	-1	0	-10	-2	·	26	-10	3
COC(=O)c1cccc(NC(=O)/C(=C\c2ccco2)NC(=O)c2ccco2)c1	·	-4	-5	-23	-5	·	8	2
Cc1cc(NC(=O)COn2nnc3ccc(Cl)cc32)no1	1	·	-3	·	-2	8	·	6
CN1CCN(C(=O)c2ccc(CNS(=O)(=O)c3ccc(F)c(Cl)c3)cc2)CC1	2	7	-4	9	3	·	5	-1
O=C(COC(=O)Cc1c(F)cccc1Cl)NNC(=O)c1ccccc1	2	-7	-5	-4	23	11	-9	-5
C[C@@H]1CN([C@@H](C)CO)S(=O)(=O)c2ccc(-c3ccc(C#N)cc3)cc2O[C@@H]1CN(C)Cc1ccccn1	6&-1	-17&5	1&2&2	24&13	-12&-1&0	-9&-7	11&23	-1&28&3
O=C(Nc1cccc(S(=O)(=O)N2CCCCCC2)c1)C1CCN(C(=O)c2ccc(F)cc2)CC1	0	-4	·	-12	·	·	28	·
NC(=O)C1CCN(CCC(=O)Nc2ccc(Br)cc2)CC1	-6	·	1	·	5	-4	·	11
CC(C)(CO)NCc1cc(Br)ccc1OCc1ccccc1	-3	·	5	·	12	2	·	-2
Cn1c(CNc2ccccn2)c(C#N)c2ccccc21	-3	·	-1	·	1	-4	·	-3
O=C([C@@H]1[C@@H](CO)[C@@H]2Cn3c(ccc(-c4ccncc4)c3=O)[C@@H]2N1Cc1cocn1)N1CCCCC1	5	-2	-2	-5	6	·	10	40
CCN(c1ccccc1)S(=O)(=O)c1ccc(C(=O)Nc2ncccc2C)cc1	-13	16	-4	-2	1	·	6	-1
CCC(C(=O)NC(C)(C)C)N(Cc1ccco1)C(=O)Cn1nnc(-c2ccc(F)cc2)n1 (stereo unspecified)	-2	16	·	-15	·	-5	14	·
CCc1ccc(CN2CCC(n3nccc3NC(=O)c3cccc(F)c3)CC2)cc1	3	-3	-2	-13	·	-8	28	1
COc1ccc(NC(=O)COc2cccnc2[N+](=O)[O-])cc1OC	-1	-2	0	4	0	0	15	0
Cc1ccccc1-n1c(=O)cc(N2CCC3(CC2)OCCO3)[nH]c1=O	-2	6	3	5	-13	-10	·	-1
O=C(/C=C/c1c(F)cccc1Cl)N1CCc2ccccc2C1	-2	-18	-2	3	1	-5	-11	-3
CC(=O)c1ccc(N(CC(=O)NC2CCCC2)C(=O)c2ccc(C)s2)cc1	-2	6	-1	14	14	-6	-8	-2
O=C(NCCc1ccccc1)C1CCCN1C(=O)Nc1ccc(F)cc1 (stereo unspecified)	-6	·	-4	·	-1	-2	16	1
O=C/C(=C\Nc1ccc(Cl)cn1)c1nc2cc(Cl)ccc2o1	-1	·	5	·	·	8	·	0
CCN(C(=O)COC(=O)C1COc2ccccc2O1)c1c(N)n(Cc2ccccc2)c(=O)[nH]c1=O (stereo unspecified)	-10	-5	0	-5	-8	6	-20	0
CN(c1ccc(C(=O)NCC2CCCO2)cc1)S(=O)(=O)c1ccc(Cl)cc1 (stereo unspecified)	·	0	-4	17	3	-9	-10	1
COc1ccc(OC)c(-c2csc(NC(=O)Cn3[nH]c(=O)c4ccccc4c3=O)n2)c1	-18	3	11	6	·	-8	-10	-2
COCC(=O)N(C)C[C@@H]1Oc2ncc(C#CC(C)(C)O)cc2C(=O)N([C@H](C)CO)C[C@@H]1C	-3	-6	1	14	-4	0	-9	-9
COC(=O)c1c(-c2ccccc2)csc1N	3	·	-2	17	·	·	·	-1
Cc1ccc(-c2cnco2)cc1	-3	3	·	9	-2	-1	10	·
CCCCNC(=O)N1CCCC(N(C)CCc2ccc(OC)c(OC)c2)C1 (stereo unspecified)	-1	-1	1	·	-4	-2	15	-4
O=C(N/N=C/c1sc(=O)n(-c2ccccc2)c1Cl)c1ccccc1	8	-47	·	-5	·	5	-139	·
Cn1c(-c2ncc(F)cc2F)cc2onc(-c3c(F)cccc3Cl)c2c1=O	3	-110	1	-5	9	31	-167	2
Cc1cc[n+](CCc2ccccc2)cc1C	11	-8	-1	-3	2	2	16	1
C[C@@H]1CN([C@@H](C)CO)C(=O)Cc2cc(NS(=O)(=O)c3cccs3)ccc2O[C@@H]1CN(C)Cc1ccccc1	-4	-7	10	-3	12	1	-10	-6
CCCNC(=O)C[C@H]1CC[C@@H]2[C@H](COC[C@@H](O)CN2C(=O)Nc2c(C)noc2C)O1	8	8	4	5	-1	-3	-14	2
OC(CN1CCC(Cc2ccccc2)CC1)c1ccccc1 (stereo unspecified)	-1	-16	-5	1	9	7	7	4
C[C@H]1CN([C@@H](C)CO)C(=O)Cc2cc(NC(=O)CCC(F)(F)F)ccc2O[C@H]1CN(C)Cc1ccc2c(c1)OCO2	-2	7	-1	8	36	-3	63*	15
COCC(=O)N(C)C[C@H]1Oc2cc(-c3ccc(F)cc3)ccc2S(=O)(=O)N([C@@H](C)CO)C[C@H]1C	-3	1	16	-1	6	1	·	1
CCOC(=O)C(NC(C)=O)C(=O)Nc1ccc(C)cc1C (stereo unspecified)	4	-1	·	1	·	·	1	·
CC(C)NC(=O)N[C@H]1CC[C@@H](CCNS(=O)(=O)Cc2ccccc2)O[C@H]1CO	-10	9	0	13	-13	-3	6	-6
O=C(NC(=S)Nc1ccccc1N1CCCCC1)c1ccccc1	·	12	6	-15	1	-6	1	1
CCOC(=O)c1ccc(Cn2c(-c3ccccc3)nnc2-c2ccccc2)o1	-3	-32	7	-36	11	-11	·	3
O=C(O)c1cc(N/N=C/c2ccncc2)ccc1Cl	2	18	0	8	-8	-5	4	3
C[C@@H]1CN([C@H](C)CO)C(=O)c2cc(C#CC(C)(C)O)cnc2O[C@@H]1CN(C)Cc1ccccn1	0	28	5	1	38	7	-12	-7
COc1cccc(NC(=O)CN(C)S(=O)(=O)c2ccc3c(c2)NC(=O)CS3)c1	0	37	4	84	7	·	4	0
Brc1cccc(-c2nnc3sc(CN4CCC5(CC4)OCCO5)cn23)c1	-20	8	·	1	-64	6	·	·
Cc1ccc([C@@H]2[C@@H]3C(=O)N(c4ccccc4)C(=O)[C@@H]3[C@]3(C)C(=O)N(Cc4ccc(-c5ccccc5)cc4)CC(=O)N23)o1	-8	·	-4	·	9	·	-2	0
Cc1ccc(C)c(SCC(=O)Nc2ccc(C)c(S(=O)(=O)N3CCOCC3)c2)c1	2	17	3	-33	-6	-7	5	-1
Cc1cc(C)cc(-c2nnc(SCC(=O)c3ccc4c(c3)OCCO4)o2)c1	-6	8	-5	21	23	-13	·	2
N#Cc1c(-c2ccc(F)cc2)nc2n(c1=O)CCS2	-1	·	3	·	-3	-13	·	0
O=C(COC(=O)c1nc(Cl)ccc1Cl)NCc1ccc(Cl)cc1	-3	-7	-1	10	-5	-2	4	4
Cc1ccc(-c2nn(C)c(=O)c3ccccc23)cc1CN1CCCCC1	9	10	·	-9	·	5	-7	·
O=C1CN(Cc2ccc(F)cc2)C[C@@H]2[C@@H](c3ccc(-c4ccccc4F)cc3)[C@H](CO)N12	·	-7	·	10	·	2	24	·
Cc1ccc(S(=O)(=O)N(C)C[C@H]2Oc3ccc(NS(=O)(=O)c4cccs4)cc3CC(=O)N([C@@H](C)CO)C[C@@H]2C)cc1	-7	3	-1	11	-23	-6	-16	1
OCC[C@@H]1C[C@H](O)[C@@H](O)[C@]2(CCCc3ccccc3O2)O1	-1	11	-1	7	-14	-10	-3	0
O=C(NC1(C(=O)NC2CCCC2)CCCCC1)c1ccc2c(c1)OCO2	-4	·	-4	·	24	-16	-16	0
(cont.)
SMILES	ARNT-TACC3 inh	LGR2 antag	PglD DTNB	INS-1E GSIS act	Statin myotox sup	PGC1a acetyl inh	PAX8 inh HTS	Cneo AK release
Cc1noc(C)c1S(=O)(=O)Nc1ccc2c(c1)C(=O)N([C@H](C)CO)C[C@@H](C)[C@@H](CN(C)Cc1ccc(-c3ccccc3)cc1)O2	2	21	0	-36	·	-4	·	1
COc1ccccc1S(=O)(=O)Cc1ccc(C(=O)NCc2ccc3c(c2)OCO3)o1	-2	0	3	·	1	-7	-5	1
COc1cc(OC)c(N2CC(C(=O)Nc3cccc(C(=O)NC4CC4)c3)CC2=O)cc1Cl (stereo unspecified)	22	-5	5	14	-6	3	-7	3
Cc1ccc(-c2noc(CCCC(=O)NCC3CCCO3)n2)cc1 (stereo unspecified)	-4	1	3	-5	37	·	-18	0
CCOc1cc(/C=N/Nc2ncnc(Cl)c2N)ccc1O	33	-33	-1	9	1	19	-82	-3
CCOc1ccccc1N(CC(=O)N1CCCCCC1)S(C)(=O)=O	-11	·	2	·	·	·	-2	-1
O=C(NCc1ccc2c(c1)OCO2)c1ccc(Cl)c(S(=O)(=O)N2CCOCC2)c1	-11	5	1	-6	-2	-29	·	-5
C[C@H](CO)N1C[C@H](C)[C@H](CN(C)C(=O)NC2CCCC2)Oc2ncc(-c3cccc(F)c3)cc2C1=O	-15	14	-3	-7	4	4	·	45
Cc1ccc(C(=O)N2CCC(C)CC2)cc1C	-9	·	7	·	-2	-13	·	-10
Cc1cc(O)c(-c2cc(O)c(C)cc2O)cc1O	6	19	11	24	-293	-32	?	-1
COc1ccc(-c2ccc3c(c2)O[C@H](CN(C)C)[C@H](C)CN([C@@H](C)CO)S3(=O)=O)cc1	9	-6	2	20	6	-9	·	0
COc1ccc(OC)c(N(C(=O)c2snc(C(N)=O)c2N)C(C(=O)NCc2ccccc2)c2ccc(O)cc2)c1 (stereo unspecified)	22	6	2	2	3	·	-1	0
C[C@H]1CN([C@@H](C)CO)C(=O)c2cc(NC(=O)Cn3cnnn3)ccc2O[C@@H]1CN(C)C(=O)Nc1ccc2c(c1)OCO2	-28	-7	1	8	18	5	·	1
O=C(NCc1ccncc1)C(=O)Nc1nc2ccccc2s1	-2	-31	·	5	·	·	-34	·
Cc1ccsc1C(=O)Nc1ccccc1N1CCCC1	6	-7	7	6	-27	-3	7	-10

Record cards (already shown). Values in the order: ARNT-TACC3 inh, LGR2 antag, PglD DTNB, INS-1E GSIS act, Statin myotox sup, PGC1a acetyl inh, PAX8 inh HTS, Cneo AK release
COc1cc(OC)c(N2CC(C(=O)Nc3cccc(C(=O)NC4CC4)c3)CC2=O)cc1Cl (stereo unspecified) across the screens: 22, -5, 5, 14, -6, 3, -7, 3
C[C@@H]1CN([C@@H](C)CO)S(=O)(=O)c2ccc(-c3ccc(C#N)cc3)cc2O[C@@H]1CN(C)Cc1ccccn1 across the screens: 6&-1, -17&5, 1&2&2, 24&13, -12&-1&0, -9&-7, 11&23, -1&28&3
